PKA-R1A activ: activators of PKA-R1A holoenzyme, primary screen, biochemical, fluorescence polarization, Cy5-IP20, bovine R1A, mouse PKAc; 0.083% of 340,000 active; activation, % at 11.4 µM; cAMP-dependent protein kinase type I-alpha regulatory subunit (Bos taurus) + …; PKA-R1A dissociation; scaled: DMSO 0%, 113 µM cGMP 100%;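 active means percent activation above the mean of all tested compounds plus 3 SD, cut at about 19% in these data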;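 further: higher means more PKAc released from R1A so a rise in polarization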
PfHsp90 set2: growth inhibition of PfHsp90-expressing yeast, primary screen, antimalarial PfHsp90 inhibitor project, S. cerevisiae, BacTiter-Glo luminescence, single point, set 2; 0.32% of 310,000 active; BacTiter-Glo ATP, 48 h; yeast lacking PDR1 and PDR3 efflux regulators; inhibition, % at 9.4 µM;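 active means every replicate shows inhibition above about 80%, whatever the replicate mean, limit read from the data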;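 further: 0% = DMSO neutral controls and 100% = 20 µM radicicol positive controls; yeast relying on Plasmodium falciparum Hsp90 in place of its own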
E coli growth: E. coli V3065 growth inhibition, primary screen, counter-screen for AddAB inhibitor project, absorbance, OD600 | 18 h | inhibition, % at 11.9 µM | 0.27% of 330,000 active | AID 449728, 2010;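 active means inhibition above the campaign's mean inhibition across all tested compounds plus 3 SD, cut at about 9.9% in these data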;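 further: uninfected addAB+ strain grown without phage in ampicillin broth; 0% = DMSO wells and 100% = ciprofloxacin 0.95 µg/ml wells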
Pemphigus Ab inh: inhibitors of pemphigus antibody binding to DSG3, primary screen, biochemical, bead-based, flow cytometry, scFv-GFP; Desmoglein-3 (Homo sapiens), P32926; 0.48% of 310,000 active; AID 588358, 2011; binding (percent of control), % at 10 µM; DSG3-coupled beads, scFv-anti-DSG3-GFP binding; stronger effect = lower value;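 active means binding more than 3 SD below its plate's average and above zero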;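 further: hits lower antibody fragment binding to DSG3; some compounds called inactive have numbers as strong as hits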
Mot1-301 SUMO: yeast Mot1-301 growth rescue at high temperature, primary screen, SUMOylation pathway inhibitor project, S. cerevisiae, ATP luminescence, 38.5C. S. cerevisiae Mot1-301 growth rescue; percent above DMSO median, 100 means doubled. growth rescue, % at 18.8 µM. 1% of 320,000 active. AID 2716, 2010;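 active means every valid replicate shows activation above 250% relative to neutral control wells; inactive means the rest, any valid replicate at or below 250%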;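 further: OY570 slx delta 5 strain wells were the positive control but not used for scaling; some compounds called inactive have numbers as strong as hits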
phage Ecoli inh: growth loss of phage-infected E. coli, primary screen, RecBCD inhibitor project, absorbance, with phage, HTS; inhibition, % at 11.9 µM; 0.26% of 360,000 active; in the data active means inhibition above about 11%
Arr AP2 block: inhibitors of beta-arrestin/AP2 binding, primary screen, biochemical, GPCR trafficking, flow cytometry; AID 504490, 2011; 0.31% of 340,000 active; FITC-arrestin peptide / GST-AP2 beads; AP2 beta2 appendage carries R879A mutation; inhibition, % at 10 µM;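 active means inhibition above a set limit, near 3 SD of compounds lacking own fluorescence, cut at about 54% in these data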;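 further: plate controls were DMSO wells for no effect and 5 µM unlabelled arrestin peptide for full effect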
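System: GST-AP2 R879A glutathione beads | Also added: FITC-arrestin peptide, 50 nM | Times: 12 min plus 1 h, RT | Signal: Bead flow cytometry, FITC channel | Buffer or medium: PBS with 0.05% Tween 20 and 0.1% BSA | Read-out basis: Percent drop in bead-associated FITC signal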
Tat transport: E. coli Tat export inhibitors, primary screen, MC4100, TorA-mCherry reporter, fluorescence, single point. inhibition, % at 10 µM. 0.036% of 340,000 active. AID 488895, 2010;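 active means mean replicate inhibition at least 50% and at least half of replicates individually reaching 50%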;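 further: exported cargo escapes ClpAP degradation while cytoplasmic cargo is degraded and loses fluorescence; 0% = median of neutral control wells and 100% = median of NaSCN control wells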
OPRM1-OPRD1 inv: inverse agonists of MOR-DOR heterodimerization, primary screen, cell-based, luminescence; inhibition, % at 9.3 µM; cell-based MOR-DOR heterodimer luminescence, inverse agonism; 0.21% of 340,000 active; AID 504357, 2011; Mu-type opioid receptor (Homo sapiens) + Delta-type opioid receptor (Homo sapiens), …; in the data active means inhibition above about 22%, passing the limit was not always enough;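 further: 0% = cells with DMSO and 100% = wells without cells with DMSO; values of inactives mirror those of a sister screen read the other way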
Target sequence (P35372 whole entry, looked up): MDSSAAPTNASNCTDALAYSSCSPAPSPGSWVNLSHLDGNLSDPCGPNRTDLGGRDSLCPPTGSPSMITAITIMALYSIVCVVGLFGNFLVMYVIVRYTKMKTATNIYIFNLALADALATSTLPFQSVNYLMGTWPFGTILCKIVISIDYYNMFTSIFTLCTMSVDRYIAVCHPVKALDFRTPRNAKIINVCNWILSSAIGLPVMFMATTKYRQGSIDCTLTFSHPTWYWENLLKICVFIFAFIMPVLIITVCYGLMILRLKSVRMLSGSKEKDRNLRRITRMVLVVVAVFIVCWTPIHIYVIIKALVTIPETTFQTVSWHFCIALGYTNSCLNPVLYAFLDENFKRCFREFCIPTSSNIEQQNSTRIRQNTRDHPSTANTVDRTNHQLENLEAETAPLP
Target sequence (P41143 whole entry, looked up): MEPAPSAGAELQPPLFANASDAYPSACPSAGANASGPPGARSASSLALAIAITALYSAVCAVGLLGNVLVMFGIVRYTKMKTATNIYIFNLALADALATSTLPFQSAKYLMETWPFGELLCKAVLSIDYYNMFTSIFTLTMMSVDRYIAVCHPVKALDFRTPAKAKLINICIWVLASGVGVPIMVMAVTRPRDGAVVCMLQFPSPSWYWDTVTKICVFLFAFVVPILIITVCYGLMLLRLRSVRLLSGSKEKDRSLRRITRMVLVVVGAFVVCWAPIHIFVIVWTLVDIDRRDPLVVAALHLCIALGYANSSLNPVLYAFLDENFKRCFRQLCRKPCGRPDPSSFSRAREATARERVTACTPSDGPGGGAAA
MOR-DOR ag: agonists of OPRM1-OPRD1 heterodimerization, primary screen, cell-based, luminescence. Mu-type opioid receptor (Homo sapiens) + Delta-type opioid receptor (Homo sapiens), …. cells. activation, % at 9.3 µM. 0.3% of 340,000 active; in the data active means activation above about 18%;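 further: 0% = vehicle-treated cells and 100% = reference agonist; values of inactives mirror those of a sister screen read the other way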
AddAB inh: growth inhibition of E. coli expressing H. pylori AddAB, primary screen, AddAB inhibitor project, absorbance; inhibition, % at 11.9 µM; 0.29% of 330,000 active; in the data active means inhibition above about 12%;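 further: 0% = vehicle wells of infected cells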
* = called active by the depositor; x = no result given.

The first 3 entries (preview)
SMILES	PKA-R1A activ	PfHsp90 set2	E coli growth	Pemphigus Ab inh	Mot1-301 SUMO	phage Ecoli inh	Arr AP2 block	Tat transport	OPRM1-OPRD1 inv	MOR-DOR ag	AddAB inh
O=C(/C=C/c1ccc(Cl)cc1)N1CCOCC1	-4.6	33.4	-3.0	99.2	-7.3	-0.5	30.7	7.5	-0.3	0.1	4.1
Cc1ccccc1-c1cccc(CN2CCN(C)C(CCO)C2)c1 (centres undefined)	-1.1	-16.9	-4.5	96.0	1.3	1.6	-13.0	9.5	16.2	-3.3	2.1
COCCCN1C(=O)C(O)=C(C(=O)c2ccc(C)o2)C1c1cccc(Br)c1 (centres undefined)	-5.0	-3.6	-0.2	86.1	-3.6	-0.4	6.4	1.0	12.7	-2.3	3.0

Results, from the first entry:
SMILES	PKA-R1A activ	PfHsp90 set2	E coli growth	Pemphigus Ab inh	Mot1-301 SUMO	phage Ecoli inh	Arr AP2 block	Tat transport	OPRM1-OPRD1 inv	MOR-DOR ag	AddAB inh
O=C(/C=C/c1ccc(Cl)cc1)N1CCOCC1	-4.6	33.4	-3.0	99.2	-7.3	-0.5	30.7	7.5	-0.3	0.1	4.1
Cc1ccccc1-c1cccc(CN2CCN(C)C(CCO)C2)c1 (centres undefined)	-1.1	-16.9	-4.5	96.0	1.3	1.6	-13.0	9.5	16.2	-3.3	2.1
COCCCN1C(=O)C(O)=C(C(=O)c2ccc(C)o2)C1c1cccc(Br)c1 (centres undefined)	-5.0	-3.6	-0.2	86.1	-3.6	-0.4	6.4	1.0	12.7	-2.3	3.0
COCCn1c(SCC(=O)c2c[nH]c3ccccc23)nnc1-c1ccncc1	4.3	0.2	0.0	90.7	2.8	x	-0.7	-4.9	-3.0	0.5	0.2
COC(=O)c1sccc1NC(=O)c1ccccc1	0.4	6.7	-1.6	85.6	-12.8	3.7	-3.5	2.4	2.9	-0.6	2.6
CCNc1nc(NC(C)(C)C)nc(N2CCCC2)n1	2.6	-23.4	-1.5	108.9	114.9	-0.3	8.2	0.2	15.1	-2.7	1.2
C=CCn1c(N2CCOCC2)nc2c1c(=O)[nH]c(=O)n2C	-2.2	15.7	0.1	97.5	x	2.9	-8.0	-0.1	10.2	-1.9	0.0
Cc1cccc2nc(CSc3nc4[nH]ncc4c(=O)n3-c3ccccc3Cl)cc(=O)n12	-8.3	0.8	-2.0	91.4	533.2	3.4	-2.1	6.5	2.5	-0.4	-0.9
O=C1CCC(C(=O)N(CCO)Cc2ccccc2)CN1CC1CCCCC1 (centres undefined)	-6.2	11.3	-1.4	105.9	21.9	0.6	-18.4	-1.7	7.3	-1.4	0.1
CO/N=C/c1ccc(Sc2ccc(C)cc2)c([N+](=O)[O-])c1	-8.5	-7.4	1.1	98.3	19.1	1.4	8.4	7.7	0.5	-0.1	-0.5
COC(=O)C(CC(C)C)NC(=O)c1cccs1 (centres undefined)	2.3	11.4	0.1	77.6	25.2	-0.9	-10.3	5.0	9.7	-2.1	0.7
O=C(CN1C(=O)C2CCCCC2C1=O)N1CCN(c2ccc(F)cc2)CC1 (centres undefined)	-9.4	-5.8	-0.3	98.5	-1.6	4.0	22.8	-0.1	2.1	-0.4	2.3
Cc1ccc(S(=O)(=O)Nc2ccc(SC(F)F)cc2)c(C)c1	-9.9	-39.9	1.8	102.8	57.9	2.5	21.8	21.8	-45.5	7.6	2.7
CCC1CCC/C1=N\NC(=O)c1cc(C)[nH]n1 (centres undefined)	-8.9	8.4	-2.1	103.7	-0.4	0.5	5.6	-5.7	8.4	-1.5	1.9
Cc1ccc(S(=O)(=O)N(CC(=O)Nc2cccnc2)c2cccc([N+](=O)[O-])c2)cc1	-1.6	2.2	-0.7	105.7	-17.2	1.0	8.8	1.1	-0.3	0.1	1.8
CCN(C[C@H]1N[C@@](CC)(C(=O)OC)[C@H]2C(=O)N(C)C(=O)[C@@H]12)S(=O)(=O)c1ccc(C)cc1	0.6	-6.6	0.7	106.4	-4.9	1.9	15.3	-14.0	10.1	-2.1	2.9
O=C(OC(C(=O)NCc1cccs1)c1ccccn1)c1cccs1 (centres undefined)	-4.0	-0.8	-1.4	86.6	-14.9	2.3	11.1	-7.2	0.8	-0.1	0.8
CC(C)(C)NC(=O)C(=O)NNC(=O)c1ccccc1Br	0.4	x	-2.6	126.0	5.8	2.0	-2.5	8.8	6.9	-1.3	-3.0
C=CCNC(=O)c1onc(CSc2cc(C)cc(C)c2)c1C(=O)NCC=C	7.7	-3.0	-0.1	101.0	10.4	1.4	3.7	-27.7	-14.2	2.5	0.2
C/C(=N\NC(=O)COc1ccc(C)cc1C(C)C)c1ccc(-n2ccnc2)cc1	-3.9	-0.6	-0.2	109.4	14.2	0.7	0.6	7.0	-25.6	4.8	1.4
C/C(Cn1cnc([N+](=O)[O-])n1)=N/NC(=O)COc1ccccc1Cl	0.8	13.6	-1.6	81.2	1.1	4.4	23.4	-12.7	14.0	-2.8	-1.3
COc1cc(OC)cc(C(=O)OCC(=O)N(C)c2ccccc2)c1	4.1	-191.4	-0.8	x	1.1	1.9	48.3	-0.3	13.5	-2.2	2.9
N#Cc1ccccc1/C=N/Nc1nc(-c2ccccc2)c2cc(Cl)ccc2n1	1.9	7.4	1.4	68.1	3.4	0.0	2.9	0.2	6.2	-1.2	1.7
O=[N+]([O-])c1cc(C(F)(F)F)ccc1NCCCN1CCOCC1	-4.5	-1.5	0.4	97.6	247.8	2.3	-10.2	9.1	-4.4	0.8	2.9
COc1ccc(C(CC(=O)O)c2cc(OC)c(OC)c(OC)c2)cc1OC (centres undefined)	1.9	2.9	x	92.1	x	4.2	5.2	2.9	-2.5	0.5	x
COc1ccc(CN2CCCC(C(=O)N(C)Cc3ccccc3)C2)cc1OC (centres undefined)	-3.0	11.0	0.9	109.8	-14.1	1.5	20.1	-2.3	10.8	-2.4	6.6
Cc1cccc(N=C2NC(=O)/C(=C/c3cccn3C)S2)c1	-2.0	-11.8	-1.6	107.2	-24.3	0.7	2.3	-2.8	9.1	-1.7	-0.8
CCSc1nnc(NC(=O)C2CC(=O)N(Cc3ccc(C)cc3)C2)s1 (centres undefined)	-9.3	x	-2.2	113.7	-0.6	2.3	-6.5	0.0	12.7	-2.6	-0.9
COc1ccc(S(=O)(=O)N2CCCCC2)cc1NS(=O)(=O)c1ccccc1	-6.6	x	0.0	87.5	-5.5	3.3	37.9	-1.0	17.7	-3.4	0.6
Cc1cccc(NC(=O)CSCC(=O)N=c2sccn2C)c1	-5.2	-10.7	-1.5	98.2	-6.6	-0.5	4.5	3.6	-1.8	0.3	0.3
CCCC1(CC)C(=O)NC(=O)N=C1N (centres undefined)	-9.3	-21.3	x	x	x	2.9	8.5	4.3	18.2	-3.8	x
O=C(CSc1ccccc1C(=O)N1CCN(c2ccccc2)CC1)N1CCCC1	-1.5	7.0	1.6	x	1.6	1.6	24.6	-0.4	-6.1	1.5	4.0
C/C=C/c1ccc(OCC(O)CNCC(c2ccc(OC)cc2)N(C)C)c(OC)c1 (centres undefined)	5.5	-0.5	-3.0	115.2	-9.9	-3.5	0.3	-3.1	12.1	-2.7	-3.1
CN(Cc1ccc(F)cc1)Cc1nc(-c2ccccc2)no1	-7.4	-15.5	-0.8	100.8	21.4	3.2	-8.1	3.6	-26.8	5.8	1.5
Cc1noc(/C=C/c2ccco2)c1S(=O)(=O)N1CCC(C(=O)N2CCc3ccccc3C2)CC1	0.0	-36.7	-1.1	x	113.2	x	7.0	16.5	9.0	-1.7	1.1
COc1ccc(C2Nc3cc(OC)ccc3-n3cccc32)cc1 (centres undefined)	-19.3	-31.5	2.1	102.6	-16.8	0.9	0.4	11.8	-3.5	0.7	1.0
CN(c1ccccc1C(=O)Nc1ccc(F)c(F)c1)S(C)(=O)=O	-0.1	-12.1	-1.8	106.5	18.8	3.6	-2.0	-3.5	6.4	-1.2	1.4
C=CCOc1cccc(C2/C(=C(/O)c3ccc(Cl)cc3)C(=O)C(=O)N2CCN2CCOCC2)c1 (centres undefined)	2.9	x	-1.3	x	-8.8	1.3	4.5	-6.2	8.1	-1.4	0.2
COc1ccc2cc3c(N)c(C(=O)NCc4ccco4)sc3nc2c1	-4.2	-64.4	-0.6	97.4	6.3	2.6	17.0	-10.6	1.2	-0.2	1.9
OCC[C@@H]1C[C@H](O)[C@@H](O)[C@@]2(OCCCc3ccccc32)O1	-11.5	-2.2	3.1	97.4	437.8	2.7	6.3	0.7	-0.3	0.1	4.1
O=C(Nc1ccc(F)cc1Cl)c1ccc2c(=O)n3c(nc2c1)CCCCC3	-7.3	-25.1	-0.3	43.3	70.0	3.0	4.9	17.2	16.7	-3.1	2.1
O=C(Oc1ccc(Nc2ncnc3ccccc23)cc1)c1cccnc1	-2.0	-7.8	x	99.2	x	4.4	4.4	0.6	4.8	-0.7	x
Cn1c(=O)n(-c2cccc(Cl)c2)c(=O)n1C	-4.1	5.4	0.2	104.8	3.5	-1.0	-1.5	-5.7	0.9	-0.2	2.1
CN(Cc1ccccc1)C(=O)CCC1CCN(C(=O)c2ccccc2C(F)(F)F)CC1	-2.9	11.7	-2.3	104.7	-2.8	1.6	-3.0	-1.0	4.5	-0.9	-1.0
Cc1cccc(NC(=O)CSc2nc(N)cc(N)n2)c1	-2.2	-25.1	0.9	100.6	6.3	2.4	8.2	2.6	2.4	-0.4	1.8
O=C(NNc1cc(N2CCOCC2)nc(N2CCOCC2)n1)c1ccc(Cl)cc1Cl	-5.6	22.3	1.7	114.0	7.2	2.6	-4.6	-3.0	9.8	-1.8	0.4
CN(C)S(=O)(=O)Nc1cc(F)cc(F)c1	-12.6	-13.9	0.7	110.2	-10.4	3.4	2.4	-1.7	20.5	-3.9	2.4
Cc1cccc2[nH]c(-c3ccc(NC(=O)c4ccco4)cc3)nc12	5.4	2.9	3.4	78.2	29.8	-5.4	-12.2	-2.7	11.3	-1.9	2.1
O=C(NC1CCCCC1)c1ccc(S(=O)(=O)NCc2ccco2)cc1	-4.0	-0.6	0.1	102.2	-15.4	1.0	-7.1	3.4	4.7	-0.9	2.1
